mcGAS lum = cyclic GMP-AMP synthase inhibitors, mouse, primary biochemical chemiluminescence; Q8C6L5; recombinant cGAS, Kinase-Glo ATP depletion luminescence; inhibition, % at 12.5 µM; actives 0.15% (n = 160,000); AID 1259399, 2018;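 also: 0% = negative control wells and 100% = reference inhibitor with no enzyme activity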
NPYLR7 ag = agonists of mosquito NPYLR7 receptor, primary screen, cell-based, Aedes aegypti, calcium fluorescence, mosquito biting behavior | Aedes aegypti neuropeptide Y-like receptor 7 (NPYLR7) | HEK293T NPYLR7/Galpha15, GCaMP6s calcium fluorescence | activation, % at 10 µM | actives 0.15% (n = 270,000) | AID 1259423, 2018; in the data active = activation above about 40%;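 also: 0% = vehicle and 100% = reference agonist at the receptor; some compounds past the cut are filed as inactive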
hcGAS lum = Primary biochemical luminescence assay for human cyclic GMP-AMP synthase inhibitors. actives 0.081% (n = 290,000). inhibition, % at 12.5 µM. recombinant h-cGAS, ATP depletion, Kinase-Glo luminescence. AID 1259398, 2018;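 also: 0% = vehicle reaction and 100% = reaction without DNA for no activity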
Target sequence (Q8N884 whole entry, looked up): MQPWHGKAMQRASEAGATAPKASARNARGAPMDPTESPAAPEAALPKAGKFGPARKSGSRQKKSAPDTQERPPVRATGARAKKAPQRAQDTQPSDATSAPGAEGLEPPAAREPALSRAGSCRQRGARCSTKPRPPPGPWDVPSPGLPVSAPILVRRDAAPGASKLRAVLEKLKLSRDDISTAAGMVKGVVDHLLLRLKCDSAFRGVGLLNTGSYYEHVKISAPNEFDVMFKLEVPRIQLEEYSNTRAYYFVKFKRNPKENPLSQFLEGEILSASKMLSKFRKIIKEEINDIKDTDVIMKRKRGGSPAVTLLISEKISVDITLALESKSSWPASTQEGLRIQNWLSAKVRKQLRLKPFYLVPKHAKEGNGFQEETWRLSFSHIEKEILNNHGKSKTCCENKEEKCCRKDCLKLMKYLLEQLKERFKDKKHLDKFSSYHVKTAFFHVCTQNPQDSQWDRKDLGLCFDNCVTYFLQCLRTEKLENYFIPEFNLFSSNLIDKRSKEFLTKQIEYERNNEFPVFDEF
* hit, by the source's call; / = not tested or not shown; & = joins results of further samples. Rule as the data show it, unless noted: active = inhibition above about 40%; inactive = the rest. Not a hit list; any-hit rate near 0.27%.

SMILES	mcGAS lum	NPYLR7 ag	hcGAS lum
O=C(NCCNc1nc(C2CC2)nc2cc(Cl)ccc12)c1ccco1	-5	22	-11
CSC1(CNC(=O)c2cccc(-n3cccn3)c2)CCOCC1	-5	3	-4
Nc1oc2ncccc2c(=O)c1Br	-4	-3	-5
NCC1Cc2cc(-c3ncccc3C(=O)N3CCCCC3)cc(Cl)c2O1 (stereo unspecified)	/	6	-7
Cc1ccc2oc(N3CCN(C)CC34CCCCC4)nc2c1	/	14	-8
CCn1ccnc1CN(C)Cc1cnn(C)c1C	-18	1	-1
CC(C)Nc1cc(-c2ccc3c(c2)OCO3)nc(N)n1	5	-4	-1
CCCCSc1nnc2c(n1)-c1cccc3cccc-2c13	/	-4	0
COC(=O)c1ccccc1Oc1nc(NC(C)C)nc(NC(C)C)n1	/	1	-15
O=C(CCCc1ccccc1)Nc1ccnn1C1CCN(Cc2nccs2)CC1	-5	-1	-4
O=C(CN(C(=O)c1cccc(Br)c1)C1CC1)N(CCc1c[nH]c2ccccc12)Cc1ccc(Cl)cc1	0	/	-1
Cc1cccc(NC(=O)CN(C)Cc2cc(C#N)ccc2F)c1C	-3	2	-6
Cc1ccc(-c2nc(C(=O)N(Cc3ccco3)Cc3cc4c(cc3Cl)OCO4)cs2)cc1	-4	4	-2
C=c1c(C#N)c2[nH]c(N)c(C#N)c(C)c-2/c1=C\c1ccc(OCc2ccc(C(=O)O)cc2)c(OC)c1	26	8	-2
Nc1nc2cc(-c3ccccc3CO)ccc2s1	-17	3	-4
Oc1ccc(-c2nccn2CCCN2CCOCC2)cc1Cl	/	19	-6
CN1CCN(C2Cc3ccccc3Sc3ccc(Cl)cc32)CC1 (stereo unspecified)	-3	-1	-6
COc1ccc(/C=C2/SC(=S)N(CC(=O)O)C2=O)cc1OC	-3	-2	-2
CCn1c(CN2CCc3nc(C)n(C)c(=O)c3CC2)nc2ccccc21	/	-5	-5
COc1ccc(C(NC(=O)N2CCCC(C)CC2)c2ccc(F)cc2)cc1 (stereo unspecified)	-1	-4	3
CCOC(=O)C1(Cc2cccc(F)c2)CCN(Cc2cnn(C)c2)CC1	/	12	-12
CCN1CC(Cn2cnc(-c3ccccc3)c2-c2ccc(C)c(OC)c2)CC1=O (stereo unspecified)	-10	8	-2
C[C@H](C(=O)NCCCO)N1Cc2ccc(-c3ccnn3C)nc2C1=O	-6	-1	-5
CCOc1ccc2nc(N3CCCN(C/C(C)=C/c4ccco4)CC3)nc(C)c2c1	-11	13	-6
CC(=O)N(c1ccccc1)C1C=C(Nc2ccccc2)C(=O)C1 (stereo unspecified)	/	2	-10
SMILES	mcGAS lum	NPYLR7 ag	hcGAS lum
COCCOCC(=O)N1CCN(Cc2cccc(-c3noc(COC)n3)c2)CC1	-7	3	-7
COc1cccc(-c2nc(OCC(C)C)nn2-c2cccc(NC(=O)Nc3ccc(F)cc3F)c2)c1	-3	17	-15
Oc1c(C(Nc2ccccn2)c2cccs2)ccc2cccnc12 (stereo unspecified)	-5	5	-2
COc1ccc(CCNC(=O)C(C2CCCC2)N2CCN(C(=O)c3ccco3)CC2)cc1 (stereo unspecified)	-6	9	-4
O=C(NCc1ccc(N2CCCCC2)cc1)c1ccn(-c2ccccc2)n1	/	0	-3
CC(=O)Nc1ccc(OCC(O)CN2CC(C)OCC2C)cc1 (stereo unspecified)	/	1	-10
Cn1nc(-c2ccc(NC(=O)c3ccc4ccccc4c3)cc2)ccc1=O	-8	1	-9
CN1CCC(NC(=S)N2CCOC3CCCCC32)CC1 (stereo unspecified)	-18	2	-10
O=C(c1ccccc1N1CCC(NC(=S)Nc2ccc(F)cc2)CC1)N1CCOCC1	-7	22	-5
Cc1ccc(OCc2occc2C(=O)N2CCOC(C(F)(F)F)C2)cc1 (stereo unspecified)	/	10	-2
CC(C)(C)C(NC(=O)Cn1ncc2c(=O)[nH]cnc21)c1cccs1 (stereo unspecified)	/	0	-13
Cc1ccccc1-c1cn[nH]c1C1CCN(C(=O)C2(C)CCCO2)CC1 (stereo unspecified)	/	8	-5
O=C(O)c1ccccc1C1CCN(Cc2noc(-c3ccccc3)n2)C1 (stereo unspecified)	-11	2	-9
CCCc1cc(C(=O)N2CCN(CC3CCCO3)CC2)n[nH]1 (stereo unspecified)	-3	/	-3
COc1ccc(N2CCN(C(=O)C3CC=CCC3C(=O)Nc3ccccc3)CC2)cc1 (stereo unspecified)	-3	-4	-10
COc1ccc(-c2cc(NC=O)c3ncc(-c4ccc(OC)c(OC)c4)n3c2)cc1	-1	-5	-2
COC(=O)CC(=O)NC1CCN(c2ccccc2C(=O)NCCc2ccc(OC)c(OC)c2)CC1	-5	11	-5
Cc1ccc(CCNC(=O)C2CC(=O)N(C3CC3)C2)cc1C (stereo unspecified)	/	-2	3
N#Cc1ccc(CS(=O)(=O)CC(=O)Nc2ccc(CC(=O)N3CCCC3)cc2)cc1	/	10	-10
FC(F)(F)c1ccc(Oc2ccc(-c3nnco3)cc2)nc1	-14	18	-8
C=CCOc1cccc(C(=O)N2CCOc3ccc(CN4CCN(c5ncccn5)CC4)cc3C2)c1	-3	-2	2
CN(C)CC(C)(C)CNC(=O)C1CSCN1C(=O)C(C)(C)C (stereo unspecified)	/	-16	5
CC(C)N1CCC(N[C@@H]2CC[C@@H]2NC(=O)c2ccc(Cl)s2)CC1	-2	/	-1
O=C(Nc1cc2c(cc1[N+](=O)[O-])OCCO2)c1cc2nc(-c3cccs3)cc(C(F)(F)F)n2n1	-1	29	7
COc1ccc(CNc2ncccn2)c(C(F)(F)F)c1	/	22&17	-5&-4
SMILES	mcGAS lum	NPYLR7 ag	hcGAS lum
Cn1c(=O)[nH]c(=O)c2c1nc(SCCN1CCOCC1)n2CCCc1ccccc1	/	-2	-3
CCc1nc2c(OCCOc3ccccc3)cccn2c1N(C)C(=O)C(C)C	-1	1	-1
COc1ccc(C2CC(c3ccccc3)=NN2C(=O)CSc2nccc(=O)[nH]2)cc1 (stereo unspecified)	/	5	-4
O=C(CCN(Cc1ccco1)c1nc(-c2cccs2)nc2ccccc12)N1CCCC1	-4	-1	-2
COc1cccc(N2CCN(C(=O)c3cc(OC)c4c(c3)OCCO4)CC2)c1	/	-1	-2
Cc1c(F)cccc1NC(=O)CNC(c1ccccn1)C(F)(F)F (stereo unspecified)	/	6	-8
CCc1ncc(C(=O)NC23CC4CC(C2)CC(n2nnc(C)n2)(C4)C3)cn1	-16	-1	0
CC(C)C(=O)Nc1nnc(SCC2CC2)s1	-3	23	-2
CC(C)(C)NC(=O)NC(=O)COc1ncnc2sccc12	/	0	-7
O=C(CSc1nc(=O)n(Cc2ccccn2)c2c1CCC2)NC1CCCCC1	-9	7	-6
COc1ccc2nc(NC(=O)C34CC5(C)C3CCC54C)sc2c1 (stereo unspecified)	/	-18	0
CCOC(=O)C1CCCN(C(=O)c2cc3n(n2)CCN(Cc2ccccc2F)C3=O)C1 (stereo unspecified)	-5	18	-2
Cc1c2oc3c(C)ccc(C(=O)OC(C)C4NC(=O)C(C(C)C)N(C)C(=O)CN(C)C(=O)C5CCCN5C(=O)C(C(C)C)NC4=O)c3nc-2c(C(=O)OC(C)C2NC(=O)C(C(C)C)N(C)C(=O)CN(C)C(=O)C3CCCN3C(=O)C(C(C)C)NC2=O)c(N)c1=O (stereo unspecified)	/	-1	4
CCCCc1ccc(NCCn2c(C)c(C)n3c4c(=O)[nH]c(=O)n(C)c4nc23)cc1	/	7	-4
CCc1noc(CN(CC)C(=O)Cc2cnc3c(C)cccn23)n1	/	12	-7
Cc1cccnc1CCNC(=O)C1CCCN(C2CCN(C(=O)C3CC3)CC2)C1 (stereo unspecified)	/	0	-5
Cc1ccc(C=CC(=O)Nc2nccs2)o1	/	-15	-5
Oc1ccc2[nH]c(-c3ccccc3)nc2c1CN1CCCCC1	/	14	-4
CCN(C)C(=O)C(C1CCCC1)N1CCNCC1 (stereo unspecified)	/	5	5
CC(NCCn1nc2ccccn2c1=O)c1ccccc1F (stereo unspecified)	/	-3	-7
Cc1ccc(-c2cc(C(=O)NCC(c3cccnc3)N3CCCC3)n[nH]2)o1 (stereo unspecified)	-8	2	-2
CN1[C@H]2CC[C@@H]1CN(Cc1cc3n(n1)CCN(CCCn1cnnn1)C3)CC2	-1	/	0
COc1ccccc1OCC(=O)N1CCN(c2ncnc3c2nnn3C)CC1	/	2	-5
CCC(=O)Nc1sc2c(c1-c1nc3ccccc3s1)CCN(CC)C2	100*	28	73*
Fc1ccc(C2=Nn3cc(-c4ccccc4)nc3SC2)cc1	/	8	-5

Copied from the list.
CCN(C)C(=O)C(C1CCCC1)N1CCNCC1 (stereo unspecified) – hcGAS lum: 5
CN1[C@H]2CC[C@@H]1CN(Cc1cc3n(n1)CCN(CCCn1cnnn1)C3)CC2 – hcGAS lum: 0
CC(C)C(=O)Nc1nnc(SCC2CC2)s1 – mcGAS lum: -3
CCc1nc2c(OCCOc3ccccc3)cccn2c1N(C)C(=O)C(C)C – mcGAS lum: -1

Part of the list above, as comma-separated lines.
Compound,mcGAS lum,NPYLR7 ag,hcGAS lum
COc1ccc2nc(NC(=O)C34CC5(C)C3CCC54C)sc2c1 (stereo unspecified),/,-18,0
CCOC(=O)C1CCCN(C(=O)c2cc3n(n2)CCN(Cc2ccccc2F)C3=O)C1 (stereo unspecified),-5,18,-2
Cc1c2oc3c(C)ccc(C(=O)OC(C)C4NC(=O)C(C(C)C)N(C)C(=O)CN(C)C(=O)C5CCCN5C(=O)C(C(C)C)NC4=O)c3nc-2c(C(=O)OC(C)C2NC(=O)C(C(C)C)N(C)C(=O)CN(C)C(=O)C3CCCN3C(=O)C(C(C)C)NC2=O)c(N)c1=O (stereo unspecified),/,-1,4

(listing goes on)
SMILES	mcGAS lum	NPYLR7 ag	hcGAS lum
COc1ccc(C(C)(C)C)cc1S(=O)(=O)Nc1ccc(-c2cn3ccc(C)nc3n2)cc1	/	1	-10
Cc1cccc(CO[C@]2(C(=O)NCCN3CCCC3)CC(OCc3ccccc3)[C@H](O)[C@H](O)C2)c1 (stereo partly specified)	-7	3	-13
CN(Cc1cscn1)C(=O)c1nn(CC2CC2)c2c1CN(C(=O)c1c3c(nn1C)CCCC3)CC2	-8	19	-26
COc1ccc(F)c(CN2CCCC3(CCN(C(=O)CCn4cnnn4)C3)C2)c1 (stereo unspecified)	/	3	-7
Cc1cn2c3c(=O)n(C)c(=O)n(C)c3nc2n1Cc1ccc(Cl)c(Cl)c1	/	3	-3
C[C@@]12C(=O)N(CCO)c3ccccc3[C@@H]1[C@@H](C(N)=O)CN2C(=O)N1CCOCC1	-3	1	13
COc1ccc(N2N=NC3C(=O)N(c4cc(C)cc(C)c4)C(=O)C32)cc1OC (stereo unspecified)	-4	/	-3
CC(C)N1CCN(c2ccc(C(=O)c3c(-c4ccc(O)cc4)sc4cc(O)ccc34)cc2)CC1	/	-2	-1
O=C(c1cc(=O)c2ccccc2[nH]1)N1CCC2(CCCO2)CC1	-13	7	-5
Cc1cc(Oc2cccc(C)c2C)nc(SCc2ccccc2Cl)n1	-3	16	-1
COc1ccc(-c2[nH]ncc2CN2CCN(Cc3cccc(C)c3)C(=O)C2)cc1F	/	20	-9
CCCCCN=C(N)NN=Cc1c[nH]c2ccc(OC)cc12	/	46*	-4
CCOC(=O)N1CCC(NC(=O)C2CC23CCN(C(=O)CSc2ccccc2)CC3)CC1 (stereo unspecified)	-12	18	-8
CCC12CC3CC(O)(C1)CC(C(=O)N1CCc4c(nc(C)[nH]c4=O)C1)(C3)C2 (stereo unspecified)	4	5	4
CC1CCN(c2cnn(-c3ccccc3C(=O)O)c(=O)c2Cl)CC1	/	14	-17
CCCCOc1ccc(-c2nc(C=NC3CCCCC3)c(O)o2)cc1	-3	-1	-7
CN1CCN(c2onc(-c3ccccc3)c2CNCCN2CCOCC2)CC1	/	11	-5
FC(F)(F)c1ccc(-c2nc(CN(CC3CCOC3)C3CC3)cs2)cc1 (stereo unspecified)	/	6	-13
NC(=O)c1ccc(CNC(=O)c2ccc(Cl)s2)o1	-17	5	-6
Cc1noc(C)c1CC(C)NC(=O)N1CCOC(c2ccc(F)c(F)c2)C1 (stereo unspecified)	-14	7	-4
N#Cc1ccc(S(=O)(=O)CCSc2nc3ccccc3[nH]2)cc1	/	10	7
Cc1nc(N2CCC(C)CC2)ncc1-c1cc(=O)[nH]c(N2CCN(c3ccccc3)CC2)n1	-8	1	-11
CNc1cc(-c2c(OC)cccc2OC)ncn1	/	5	-14
Cc1ccc(C(F)(F)F)cc1NC(=O)NCCNC(=O)C(C)C	/	13	-11
C=CCN1C=CC=C/C1=C\C=C(/C#N)C(=O)OCC	/	8	3
COc1cc(C2NC(=O)c3ccccc3N2)cc(Cl)c1OC (stereo unspecified)	/	-7	-11
CC(=O)NCCn1cnc(-c2ccccc2)c1/C(C)=C/c1ccco1	/	3	-3
Cc1ccc(-n2c(SCc3nc(C(=O)NC(C)CCc4ccccc4)cs3)nnc2-c2cccnc2)cc1 (stereo unspecified)	-5	3	-10
Cc1ccccc1Cn1c(C)c(C(=O)NCc2ccc3c(c2)OCCO3)sc1=O	/	6	-3

Some of these compounds in order of formula weight, descending:
SMILES	mcGAS lum	NPYLR7 ag	hcGAS lum
COc1ccc(CCNC(=O)C(C2CCCC2)N2CCN(C(=O)c3ccco3)CC2)cc1 (stereo unspecified)	-6	9	-4
COCCOCC(=O)N1CCN(Cc2cccc(-c3noc(COC)n3)c2)CC1	-7	3	-7
O=C(NCc1ccc(N2CCCCC2)cc1)c1ccn(-c2ccccc2)n1	/	0	-3
O=C(NCCNc1nc(C2CC2)nc2cc(Cl)ccc12)c1ccco1	-5	22	-11
CCn1c(CN2CCc3nc(C)n(C)c(=O)c3CC2)nc2ccccc21	/	-5	-5
COc1ccc(/C=C2/SC(=S)N(CC(=O)O)C2=O)cc1OC	-3	-2	-2
CCc1noc(CN(CC)C(=O)Cc2cnc3c(C)cccn23)n1	/	12	-7

Source: PubChem
